# Screening data (PubChem)
# inhibitors of VEEV: inhibitors of VEEV TC-83 cytopathic effect, confirmation, Vero cells (AID 588727) | inhibition, % at 20 µM, or IC50 in µM where a hit was titrated | Vero cells, VEEV TC-83 cytopathic effect inhibition; higher % means a stronger effect | 0.13% of 350,000 active; in the data active = a potency from the dose series; inconclusive = inhibition mostly from about 14% at the one dose, without a potency; inactive = the rest, 99 in 100 with inhibition below about 12%; note: strong numbers were not always called active
# tuberculosis growth: growth inhibition of non-replicating M. tuberculosis (AID 488890); Mycobacterium tuberculosis non-replicating, growth inhibition; higher % means a stronger effect; inhibition, % at 25 µM, or IC50 in µM where a hit was titrated; 0.39% of 320,000 active; in the data active = a potency from the dose series; inconclusive = inhibition mostly from about 82% at the one dose, without a potency; inactive = the rest, 99 in 100 with inhibition below about 76%;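 note: plate controls were DMSO cells for no effect and high antibiotic wells for full effect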
# influenza NS1A: NS1A inhibition, H1N1 influenza, cell based functional assay (AID 504329); NS1A functional cell-based assay, percent inhibition; higher % means a stronger effect; inhibition, % at 12.5 µM; hits with a dose series show IC50 in µM; 0.3% of 340,000 active; in the data active = a potency from the dose series; inconclusive = inhibition above about 27% without an active follow-up result; note: strong numbers were not always called active
# PhoP GFP inhibition: Inhibition of PhoP regulon, Salmonella typhi GFP reporter cells, confirmation, 4 h (AID 1850); 0.33% of 310,000 active; one-dose inhibition, % at 50 µM; IC50 in µM for titrated hits; Salmonella Typhi PhoP-promoter GFP reporter, fluorescence, 4 h; higher % means a stronger effect; in the data active = a potency from the dose series; inconclusive = inhibition mostly from about 25% at the one dose, without a potency; inactive = the rest, 99 in 100 with inhibition below about 19%;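 note: 0% = induced wells with vehicle and 100% = uninduced wells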
# M. tuberculosis HTS: M. tuberculosis growth inhibition, HTS (AID 449762); M. tuberculosis H37Rv growth inhibition, 7H9 media; higher % means a stronger effect; 0.59% of 330,000 active; inhibition, % at 25 µM; hits with a dose series show IC50 in µM; in the data active = a potency from the dose series; inconclusive = inhibition above about 70% without an active follow-up result;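 note: bacterial growth assessed after seven days of incubation; strong numbers were not always called active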
# inhibitors of VEEV 10K pilot screen: also measured in inhibitors of VEEV; calls as there; inhibition, %; measured here: 10K pilot screen inhibition
# Active calls of the source: *; i = inactive; u = inconclusive; x = not tested or not shown; & = joins results of further samples.
SMILES,inhibitors of VEEV,tuberculosis growth,influenza NS1A,PhoP GFP inhibition,M. tuberculosis HTS,others
COc1ccc(N(C(=O)c2snc(C(N)=O)c2N)C(C(=O)NCC2CCCO2)c2ccc3ncccc3c2)cc1OC (centres undefined),1.1%,-1%,13%,0%,2%,
Cc1ccsc1/C=C/c1n[nH]c(=O)c(C#N)c1C,0.2%,-20%,5%,-10%,-1%,
CC(C)NC(=O)C1CC(=O)N(c2ccc(F)c(Cl)c2)C1 (centres undefined),11%,2%,3%,0%,-6%,inhibitors of VEEV 10K pilot screen=1.7
O=C1CCCC/C1=C\Nc1ccc(O)cc1,1.2%,14%,1%,-11%,-5%,
CC(C)c1ccc(/C=C2\SC(=O)N(CC(=O)NCCCn3ccnc3)C2=O)cc1,1.4%,53%,1%,2%,61%,
Cc1c(CC(=O)O)c(=O)oc2cc3occ(-c4ccccc4)c3cc12,1.7%,-4%,-2%,-3%,-2%,
Cc1ccc(-c2nnc(N3CCN(C(=O)COc4cccc(C)c4)CC3)c3ccccc23)cc1,3.8%,75%,-18%,3%,u,
O=C(COC(=O)c1n[nH]c2ccccc12)Nc1ccc(Cl)cc1[N+](=O)[O-],10%,-10%,3%,2%,0%,
COc1ccc(CCNC(=O)C(=O)NCCC2CCCCN2S(=O)(=O)c2ccccc2)cc1 (centres undefined),0.5%,3%,-2%,5%,8%,
O=C1NC2(CCCCCC2)N=C1c1ccc(Br)cc1,6.7%,1%,7%,3%,-6%,
CCOC(=O)C(=CNc1ccc(NC2=NCC(C)(C)S2)cc1)C(=O)OCC,3.9%,18%,-6%,5%,55%,
COc1ccc(N/C=C2\CCOC2=O)cc1,0.9%,16%,-9%,-3%,-6%,inhibitors of VEEV 10K pilot screen=0.6
CCN(CC(=O)NCc1ccc(F)cc1)C(=O)c1cccnc1SC,0.5%,0%,-20%,-2%,-3%,
COCC(C)NC(=O)CCSc1nc(-c2ccc(OC)cc2)cc(C(F)(F)F)n1 (centres undefined),7.4%,16%,-11%,1%,4%,
O=C1OCc2cc(-n3cccc3)ccc21,0.6%,-13%,7%,6%,4%,
CC1=C(C(=O)N2CCCC(C(=O)c3cccc(C(F)(F)F)c3)C2)OCCO1 (centres undefined),0.6%,-1%,-15%,-5%,8%,
O=C(Cc1c(C(=O)O)[nH]c2ccccc12)Nc1ccc2c(c1)OCO2,0.2%,6%,-7%,1%,-8%,
Cc1cc2c(c(N)n1)c(=O)oc1ccccc12,3.0%,-1%,6%,-7%,-9%,
O=C(c1ccc(NS(=O)(=O)c2ccccc2)cc1)N1CCCC1,1.2%,1%,-5%,8%,-2%,
Cc1ccc(CNC(=O)C2CCC(=O)N(CCc3ccc(Cl)cc3)C2)s1 (centres undefined),1.6%,0%,-10%,0%,-3%,
O=C(Nc1nc(NC(=O)c2ccco2)n(-c2ccccc2)n1)c1ccccc1,3.2%,u,86µM*,-1%,u,
O=C1C2C3C=CC(CO)(O3)C2C(=O)N1c1ccc(-c2ccccc2)cc1 (centres undefined),x,u,x,-4%,u,
Cc1cc2nc(-c3ccc(SCC(=O)Nc4nccs4)nc3)[nH]c2cc1C,i,x,0%,x,x,
C=CCSc1nnc(NC(=O)c2ccc(S(=O)(=O)NCC3CCCO3)cc2)s1 (centres undefined),i,10%,2%,1%,-2%,
COC(=O)C1=C(C(=O)OC)SC(=C2C(=S)C(C)(C)N(C(=O)CC(C)C)c3ccccc32)S1,9.2%,x,19%,-5%,x,
C(=C\c1nc(N2CCCC2)c2ccccc2n1)/c1ccccc1,5.9%,u,-5%,-5%,u,
O=C(Nc1cccc(NC(=O)C2C3CC4OC(=O)C2C4C3)c1)c1ccccc1 (centres undefined),1.0%,-1%,-4%,3%,-2%,
COc1ccc(NS(=O)(=O)c2c(C(=O)N3CCCCCC3)c(C)n(C)c2C)cc1,1.2%,-3%,3%,-10%,-4%,
Cc1cccc(C(=O)Oc2ccc(/C=N/NC(=O)c3cc(O)cc(O)c3)cc2)c1,1.5%,39%,0%,6%,-3%,
COc1ccccc1OCC(=O)Nc1ccc(S(=O)(=O)Nc2onc(C)c2C)cc1,0.9%,-2%,-2%,-8%,-5%,
Cc1cccc(N2CCN(C(=O)Cc3ccc(-n4c(=O)[nH]c5ccsc5c4=O)cc3)CC2)c1C,7.2%,13%,-2%,-8%,43%,
CCCc1cc2c(=O)c(-c3ccccn3)coc2cc1OC,0.6%,70%,-4%,-11%,4%,
COc1ccc2cc(-c3cc(C(=O)OCC(=O)NC4CCS(=O)(=O)C4)c4ccccc4n3)ccc2c1 (centres undefined),0.1%,-1%,-7%,-15%,-10%,
Cc1c(C(c2ccc([N+](=O)[O-])cc2)c2c(C)n(C)n(-c3ccccc3)c2=O)c(=O)n(-c2ccccc2)n1C,i,-8%,11%,-2%,-3%,
O=C(NC1CCCCCC1)C1CCCN(S(=O)(=O)c2cnc[nH]2)C1 (centres undefined),0.2%,x,-5%,-9%,-2%,
C[C@@H]1CN(C2CCN(Cc3nc(CC4CC4)no3)CC2)C[C@H](C)O1,0.9%,2%,-3%,7%,-7%,
COc1ccc(/C=N/NC(=O)c2cccs2)c2ccccc12,6.8%,x,-3%,-4%,13%,
COC(=O)c1c(NC(=O)c2c(OC)cccc2OC)sc2c1C(C(=O)OC)CC2 (centres undefined),0.3%,27%,-7%,4%,4%,
CC(NC(=O)c1ccc(F)cc1)C(c1cccs1)N1CCN(C)CC1 (centres undefined),1.9%,-22%,2%,-7%,-7%,
COc1cc(/C=C2/C(=N)N3C(=NC2=O)SN=C3S(C)(=O)=O)ccc1OS(=O)(=O)c1ccc(C)cc1,0.5%,5%,-5%,1%,9%,

# 4 entries from above, arranged by SMILES length, ascending.
SMILES,inhibitors of VEEV,tuberculosis growth,influenza NS1A,PhoP GFP inhibition,M. tuberculosis HTS,others
O=C1C2C3C=CC(CO)(O3)C2C(=O)N1c1ccc(-c2ccccc2)cc1 (centres undefined),x,u,x,-4%,u,
COc1ccccc1OCC(=O)Nc1ccc(S(=O)(=O)Nc2onc(C)c2C)cc1,0.9%,-2%,-2%,-8%,-5%,
COC(=O)c1c(NC(=O)c2c(OC)cccc2OC)sc2c1C(C(=O)OC)CC2 (centres undefined),0.3%,27%,-7%,4%,4%,
Cc1c(C(c2ccc([N+](=O)[O-])cc2)c2c(C)n(C)n(-c3ccccc3)c2=O)c(=O)n(-c2ccccc2)n1C,i,-8%,11%,-2%,-3%,

# Carrying on:
SMILES,inhibitors of VEEV,tuberculosis growth,influenza NS1A,PhoP GFP inhibition,M. tuberculosis HTS,others
Cc1ccc(S(=O)(=O)Nc2c(C(=O)O)[nH]c3ccccc23)c(C)c1,0.6%,2%,-9%,8%,-2%,
O=C(NNC(=O)C12CC3CC(CC(Br)(C3)C1)C2)c1ccccc1F,8.0%,11%,-2%,x,3%,
COc1cc(/C=C2\C(=N)N3N=C(S(=O)(=O)CC(C)C)SC3=NC2=O)ccc1OC(=O)c1ccco1,x,76%,x,2%,0%,
COc1cc(/C=C/C(=O)OCC(=O)N2CCN(S(=O)(=O)c3ccc(C)cc3C)CC2)ccc1O,7.3%,25%,3%,-1%,-1%,
O=S(=O)(NC1CCCCC1NCc1ccco1)c1ccccc1 (centres undefined),0.1%,13%,0%,-6%,1%,
COCCCNP1(=O)OCC(C)([N+](=O)[O-])CO1 (centres undefined),i,x,9%,x,x,
CC1(C)COCN1S(=O)(=O)c1ccc(C(=O)Nc2nnc(-c3ccc(Cl)s3)o2)cc1,x,-53%,x,-9%,u,
CCc1nnc(NS(=O)(=O)c2ccc(N/C=C\C(=O)c3cccc4ccccc34)cc2)s1,4.7%,53%,-4%,-6%,5%,
CCC(C)N(C(=O)CSc1nnc(COc2ccccc2F)n1N)C1CCS(=O)(=O)C1 (centres undefined),1.4%,-13%,-3%,4%,-7%,
OC1CCCN(c2ncnc3c2nnn3Cc2c(F)cccc2Cl)C1 (centres undefined),10%,3%,-3%,-1%,1%,
COc1cccc(C(=O)Nc2ccc(-c3nnc(-c4ccco4)o3)cc2)c1,9.3%,12%,-1%,4%,4%,
Cc1cc(OCC(=O)OCC(=O)NC2CCCC2)ccc1Cl,0.2%,43%,-5%,x,-9%,
COCCCNC(=O)CN(C1CCCCC1)S(=O)(=O)c1ccc(C)cc1,0.4%,4%,-7%,1%,8%,
O=C(c1ccncc1)N1CCCC(N2CCN(c3ccc(F)cc3)CC2)C1 (centres undefined),1.4%,-15%,-13%,-6%,-6%,
Cc1ccc(C2(O)CC(C)N(C)CC2C)cc1 (centres undefined),0.7%,-13%,9%,7%,1%,
O=C(Nc1ncc([N+](=O)[O-])s1)c1cccs1,1.5%&5.7%,i,0%&17%,11%&8%,43%&-2%,
Cn1nnnc1SCC(=O)N1CCc2ccccc2C1,4.4%,-19%,5%,-7%,-8%,
COc1ccc(CC(=O)Nc2cc(S(=O)(=O)N3CCOCC3)ccc2N2CCCC2)cc1OC,2.9%,-6%,2%,x,-4%,
COCCN(CC1CCCN(C2Cc3ccccc3C2)C1)C(=O)CCC(F)(F)F (centres undefined),i,-4%,-4%,7%,7%,
Cc1ccc(-c2cc(C(=O)NCc3cccnc3)no2)cc1,i,21%,-14%,-3%,-4%,
COc1ccc(C2C(C(=O)NCCN3CCOCC3)c3ccccc3C(=O)N2C2CCCCC2)cc1 (centres undefined),x,28%,x,8%,-1%,
Cc1cc(NC(=O)COC(=O)c2cc(S(=O)(=O)N3CCOCC3)ccc2N2CCCCC2)no1,1.9%,4%,1%,-14%,-2%,
COc1ccccc1C(=O)OCCNC(=O)Cn1cnc2c1c(=O)n(C)c(=O)n2C,i,-7%,6%,-4%,-8%,
COc1ccccc1NC(=S)N(Cc1ccccn1)Cc1ccccc1Cl,1.5%,38%,-14%,3%,2%,
CCOc1cc(-c2noc(-c3ccncc3)n2)cc(Br)c1OC,2.3%,24%,-4%,6%,u,
O=C(Nc1ccc(F)c(Cl)c1)C1CCN(S(=O)(=O)c2cccnc2)CC1,1.2%,x,-7%,-5%,-2%,
O=c1c2ccccc2cnn1Cc1n[nH]c(=S)n1-c1ccc(Cl)cc1,0.3%,-16%,1%,-3%,-6%,
O=C(Nc1ccc2[nH]c(=O)[nH]c2c1)c1c(F)c(F)c(F)c(F)c1F,i,-13%,-9%,2%,0%,

# Random excerpt: three compounds from above, in no set order.
SMILES,inhibitors of VEEV,tuberculosis growth,influenza NS1A,PhoP GFP inhibition,M. tuberculosis HTS,others
O=C(Nc1ccc(F)c(Cl)c1)C1CCN(S(=O)(=O)c2cccnc2)CC1,1.2%,x,-7%,-5%,-2%,
O=c1c2ccccc2cnn1Cc1n[nH]c(=S)n1-c1ccc(Cl)cc1,0.3%,-16%,1%,-3%,-6%,
O=C(Nc1ccc2[nH]c(=O)[nH]c2c1)c1c(F)c(F)c(F)c(F)c1F,i,-13%,-9%,2%,0%,
